Source: PubChem BioAssay (several laboratories)
TWEAK Fn14 block = inhibitors of TWEAK-Fn14 interaction signaling; TWEAK-stimulated Fn14 reporter cells, luciferase luminescence, 8 h; inhibition, % at 10 µM; 360,000 tested, 2% active; in the data active means inhibition above about 50%
Shn3 3UTR inh = Schnurri-3 reporter inhibition in Clone20 osteoblasts; AID 588674; inhibition, % at 12.5 µM; Clone20 osteoblast Shn3 3'UTR firefly luciferase, 24 h; 360,000 tested, 0.52% active;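 active means mean inhibition of at least 75% with every replicate also reaching 75%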;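 further: 0% = median of neutral control wells and 100% = pilot-screen positive control compound; some compounds past the cut are filed as inactive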
NR2F2 inh = inhibitors of human COUP-TFII (NR2F2); P24468; HEK293T NGFI-A luciferase reporter, luminescence; inhibition, % at 8.6 µM; 370,000 tested, 0.7% active; AID 686940;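 active means inhibition above a per-plate cutoff, mean inhibition of test wells between control levels plus 3 SD, cut at about 38% in these data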;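 further: cells cotransfected with COUP-TFII expression vector driving the NGFI-A reporter; 0% = median of COUP-TF2 test wells and 100% = reporter-only cells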
NR5A2 inv ag = NR5A2 inverse agonism in reporter assay | O00482 | HEK293T StAR-luciferase reporter, LRH-1 transfected, 24 h | inhibition, % at 3.6 µM | 360,000 tested, 0.13% active;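 active means inhibition above the mean inhibition of all tested compounds plus 3 SD, cut at about 73% in these data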;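 further: 0% = DMSO wells and 100% = reporter-only cells lacking LRH-1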
LMP1 NFkB inh = reduces LMP1-driven NF-kappaB luciferase signal; LMP1-induced NF-kappaB luciferase reporter cells, luminescence; inhibition, % at 12.5 µM; 350,000 tested, 0.69% active; AID 504558; in the data active means inhibition above about 41%;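 further: 0% = neutral control wells and 100% = reference inhibitor control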
C8 TRAIL sens = sensitizes caspase-8 expressing cells to TRAIL; NB7+C8 cells + TRAIL, ATPlite viability luminescence; inhibition (viability loss, TRAIL sensitization), % at 10 µM; 360,000 tested, 1% active;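 active means compounds causing at least 50% loss of cell viability in the single-dose screen, relative to plate controls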
KKLEB tox = counter-screen for CF NF-kB inhibitors: cytotoxicity; activity change (cytotoxicity), % at 5 µM; 360,000 tested, 0.36% active; AID 602141; KKLEB CF airway cells viability, ATPlite luminescence, overnight; active compounds read low; cells stimulated with P. aeruginosa culture filtrate;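 active means corrected activity change at or below -50% at 5 µM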
NCOA3 inh = human NCOA3 inhibition. Q9Y6Q9. HEK293 GAL4-SRC3 luciferase reporter, luminescence. inhibition, % at 3.6 µM. 360,000 tested, 0.17% active;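 active means inhibition above a per-campaign cutoff, the mean of all compounds plus 3 SD, cut at about 60% in these data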;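 further: 0% = DMSO-treated cells and 100% = gossypol-treated cells at 36 µM; higher means less SRC3-driven luciferase light from the GAL4 reporter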
Target sequence (Q9Y6Q9 whole entry, looked up, the tested form may be a part): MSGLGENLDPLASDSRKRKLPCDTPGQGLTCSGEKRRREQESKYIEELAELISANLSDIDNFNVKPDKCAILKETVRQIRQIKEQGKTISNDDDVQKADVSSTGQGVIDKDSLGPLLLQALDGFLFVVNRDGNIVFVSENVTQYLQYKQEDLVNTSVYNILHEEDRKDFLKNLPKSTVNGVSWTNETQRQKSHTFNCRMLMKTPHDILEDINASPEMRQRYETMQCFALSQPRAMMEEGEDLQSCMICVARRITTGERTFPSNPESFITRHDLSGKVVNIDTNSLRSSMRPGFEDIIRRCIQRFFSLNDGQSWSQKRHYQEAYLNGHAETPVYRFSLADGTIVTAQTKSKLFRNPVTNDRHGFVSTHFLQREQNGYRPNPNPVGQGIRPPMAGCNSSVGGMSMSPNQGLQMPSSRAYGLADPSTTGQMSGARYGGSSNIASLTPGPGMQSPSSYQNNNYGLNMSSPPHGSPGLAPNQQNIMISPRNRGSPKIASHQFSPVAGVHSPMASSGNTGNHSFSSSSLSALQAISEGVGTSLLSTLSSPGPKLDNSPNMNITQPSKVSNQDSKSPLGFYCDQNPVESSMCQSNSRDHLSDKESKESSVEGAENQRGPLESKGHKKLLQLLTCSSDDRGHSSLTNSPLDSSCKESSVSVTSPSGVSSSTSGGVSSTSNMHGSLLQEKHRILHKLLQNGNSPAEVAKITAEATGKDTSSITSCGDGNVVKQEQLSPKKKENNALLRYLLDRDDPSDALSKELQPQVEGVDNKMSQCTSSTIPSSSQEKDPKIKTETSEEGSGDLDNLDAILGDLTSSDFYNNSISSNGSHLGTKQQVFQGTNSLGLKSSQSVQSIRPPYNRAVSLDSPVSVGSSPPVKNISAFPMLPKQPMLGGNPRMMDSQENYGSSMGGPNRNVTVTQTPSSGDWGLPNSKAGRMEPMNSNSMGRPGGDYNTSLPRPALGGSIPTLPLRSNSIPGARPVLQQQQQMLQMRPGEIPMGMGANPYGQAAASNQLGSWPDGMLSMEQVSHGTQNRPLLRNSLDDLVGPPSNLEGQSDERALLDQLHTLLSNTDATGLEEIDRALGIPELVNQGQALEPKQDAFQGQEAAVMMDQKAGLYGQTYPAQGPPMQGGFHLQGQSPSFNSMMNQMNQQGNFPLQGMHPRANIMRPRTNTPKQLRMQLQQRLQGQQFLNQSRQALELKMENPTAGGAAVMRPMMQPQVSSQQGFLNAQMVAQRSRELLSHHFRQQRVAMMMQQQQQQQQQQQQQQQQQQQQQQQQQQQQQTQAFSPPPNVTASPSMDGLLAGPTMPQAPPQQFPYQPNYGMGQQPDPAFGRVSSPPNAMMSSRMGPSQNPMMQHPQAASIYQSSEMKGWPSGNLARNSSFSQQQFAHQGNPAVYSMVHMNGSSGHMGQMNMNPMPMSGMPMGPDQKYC
SRC1 inh = inhibits human SRC1 coactivator; inhibition, % at 3.6 µM; 360,000 tested, 0.12% active; AID 588354; Q15788; HEK293 GAL4-SRC1 luciferase reporter, luminescence;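 active means inhibition above the campaign mean plus 3 SD, with each screening campaign given its own cutoff, cut at about 60% in these data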;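 further: 0% = DMSO treated cells and 100% = gossypol at 36 µM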
CF NFkB inh = blocks PAF-induced NF-kB reporter in cystic fibrosis cells | 360,000 tested, 0.86% active | AID 588850 | KKLEB NF-kB-GFP reporter, GFP fluorescence overnight | inhibition, % at 5 µM;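 active means at least 50% inhibition at 5 µM, scaled per plate between neutral and stimulator controls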;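 further: PAF is a Pseudomonas aeruginosa culture filtrate used as stimulus; plate controls were PAF-stimulated DMSO wells for no effect and unstimulated DMSO wells for full effect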
TROY signal inh = inhibitors of TROY-dependent NF-kB signaling. 360,000 tested, 0.98% active. inhibition, % at 10 µM. Q293 LMP1-TROYcd NF-kB luciferase reporter, 4 h;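 active means compounds whose plate-normalised and pattern-corrected inhibition of the luciferase reporter signal at the single screening dose is 50% or more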
Numbers without * were called inactive; / = no result given. This is a subset (hit frequency here may not be typical).

SMILES | TWEAK Fn14 block | Shn3 3UTR inh | NR2F2 inh | NR5A2 inv ag | LMP1 NFkB inh | C8 TRAIL sens | KKLEB tox | NCOA3 inh | SRC1 inh | CF NFkB inh | TROY signal inh
CN1CCN(C2=C(Cl)C(=O)c3ccccc3C2=O)CC1 | 28 | 73 | 0 | 14 | 15 | 49 | -3 | -13 | -16 | 34 | -10
CCc1nn(CC(=O)NCCCN2CCN(C)CC2)c(=O)c2cc3occc3n12 | 6 | -11 | 3 | 13 | -2 | 1 | 10 | 13 | 0 | 14 | -22
CCC(C)(C)n1nnnc1C(c1ccc(C)cc1)N1CCSCC1 (stereo not drawn) | 2 | -3 | 17 | 8 | -4 | 12 | -10 | 21 | -20 | -8 | -18
CCCS(=O)(=O)c1cscc1NC(=O)c1c(-c2c(F)cccc2Cl)noc1C | -2 | 9 | 6 | 11 | -6 | -9 | -10 | 8 | -1 | -7 | -4
O=C(N/N=C/c1c[nH]c2ccccc12)c1ccncc1 | 24 | 13 | -2 | 30 | 5 | -7 | 4 | 8 | -12 | -11 | 2
COc1cccc(/C=N/NC(=O)c2c(C)nc3ccc(Cl)cn23)c1OC | -6 | -4 | 9 | -19 | 10 | -3 | -7 | -5 | -33 | 9 | 16
N#Cc1ccc(NC(=O)COC(=O)CSc2nnc(-c3ccc(Cl)cc3)o2)cc1 | 5 | -38 | 0 | -15 | 6 | 7 | 6 | 1 | 3 | 3 | 6
Cc1nc2cc(NC(=O)C3COc4ccccc4O3)ccc2s1 (stereo not drawn) | -10 | -29 | -37 | -88 | -5 | -7 | -6 | -50 | -59 | -1 | -62
COc1cc(-c2nc3n(n2)C(c2ccncc2)C(C(N)=O)=C(C)N3)cc(OC)c1OC (stereo not drawn) | 2 | 9 | 0 | 0 | -1 | -9 | 4 | -5 | -14 | 8 | -4
CCN(CC)CCN(Cc1cc2cc(C)ccc2[nH]c1=O)C(=S)NCc1ccco1 | -1 | -28 | 16 | 9 | -5 | -1 | 4 | -2 | -11 | -3 | 11
Fc1ccc(-n2nnnc2-c2cnc(-c3cccs3)nc2C(F)(F)F)cc1 | 102* | 90* | 53* | 5 | 35 | 39 | -15 | 26 | 30 | -7 | 59*
COc1ccccc1NC1C=CS(=O)(=O)C1 (stereo not drawn) | 0 | -24 | 5 | 4 | 1 | 1 | -3 | 12 | 8 | 9 | -8
Cc1cccc(Nc2nnc(SCC(=O)NCC3CCCO3)s2)c1 (stereo not drawn) | -3 | -3 | 8 | -22 | 7 | 12 | -23 | -3 | -16 | 40 | 4
COC(=O)c1ccc(Sc2ccccn2)c([N+](=O)[O-])c1 | 8 | -1 | -7 | -1 | 1 | -4 | 5 | 8 | 3 | -5 | -7
CS(=O)(=O)c1ccc(S(=O)CC(=O)OCc2ccccc2)c([N+](=O)[O-])c1 (stereo not drawn) | 90* | 97* | -62 | 18 | 49* | 1 | -45 | -29 | -15 | 89* | 56*
Cc1cc(C)c(NC(=O)C2=COCCO2)c(C)c1 | -18 | -9 | -25 | -13 | -6 | 0 | -5 | -41 | -42 | -2 | -23
O=C(CSc1nnc(NC(=O)c2c(F)cccc2F)s1)Nc1ccccc1F | -4 | -20 | -7 | -16 | -3 | 8 | 9 | 5 | -15 | -14 | -47
NS(=O)(=O)c1ccc(CCNC(=O)c2ccncc2)cc1 | 18 | 1 | 6 | 13 | -2 | 6 | -1 | -3 | -9 | -18 | -7
COc1ccc(NC(=O)N2CCN(S(C)(=O)=O)CC2)cc1 | -13 | -5 | 3 | -2 | -4 | 2 | 4 | 19 | 0 | -1 | -1
CCN(CC)CCCN1C=C2C(=O)C(C)(OC(=O)C3CCCC3)C(=O)C=C2C=C1c1ccsc1 (stereo not drawn) | 0 | 9 | -5 | -2 | -5 | 5 | -3 | 23 | -7 | 5 | 11
O=C(O)CNC(=O)/C=C/c1ccc(Cl)cc1Cl | 9 | 4 | 12 | -11 | 2 | -1 | 12 | 8 | 7 | 15 | 7
O=S(=O)(Nc1cccc(-c2ccc(N3CCOCC3)nn2)c1)c1cc(Cl)ccc1Cl | -14 | -27 | 0 | -9 | -19 | 10 | -9 | -21 | -61 | -6 | -21
CCN(CC)CCN1C(=O)C(=O)/C(=C(/O)c2ccc(F)cc2)C1c1ccncc1 (stereo not drawn) | 23 | -17 | 2 | -19 | 2 | -7 | 1 | 6 | -20 | -6 | 0
CCOc1ccc(Oc2ccc(-c3nnc(-c4ccccc4)o3)cc2[N+](=O)[O-])cc1 | -13 | -8 | -11 | 8 | -1 | -5 | 6 | -7 | -23 | 18 | -28
O=C(COc1ccc(Cl)cc1)Nc1nnc(S(=O)(=O)N2CCCCCC2)s1 | -15 | -40 | -6 | -10 | 5 | 9 | 0 | 21 | -32 | 33 | -2
(listing goes on)
SMILES | TWEAK Fn14 block | Shn3 3UTR inh | NR2F2 inh | NR5A2 inv ag | LMP1 NFkB inh | C8 TRAIL sens | KKLEB tox | NCOA3 inh | SRC1 inh | CF NFkB inh | TROY signal inh
O=C(CN1CCCC1=O)NC1C2CC3CC(C2)CC1C3 (stereo not drawn) | 5 | -14 | 18 | -5 | -11 | 4 | 3 | 3 | 1 | -1 | 8
O=C(NCCCn1ccnc1)c1ccc(Br)c(S(=O)(=O)N2CCOCC2)c1 | -8 | -20 | -4 | -9 | 3 | 24 | -12 | -1 | -23 | 1 | 12
CCc1cccc(CC)c1N1C(=O)c2cc(N3CCOCC3)c([N+](=O)[O-])cc2C1=O | 5 | 17 | -3 | -21 | -10 | -6 | -12 | 5 | 2 | 14 | 10
CC(C)(C)c1cccc(/C=N/O)c1O | -1 | 5 | -5 | 2 | 1 | 4 | -2 | -8 | -21 | 1 | 29
O=C(NNC(=O)C1C2C=CC(C2)C1C(=O)O)c1cc(Cl)ccc1O (stereo not drawn) | 8 | -3 | 8 | -16 | 0 | -10 | 18 | 11 | -4 | -28 | -41
COc1ccc(C(=O)Nc2ccc3c4c(cccc24)CC3)cc1 | 7 | -56 | -23 | -47 | -19 | 8 | 14 | -56 | -59 | -4 | -45
COc1ccc(OC)c(-n2nnnc2SCC(=O)Nc2cc(C)ccc2OC)c1 | -10 | -2 | 7 | 5 | 2 | -5 | -5 | 19 | -13 | 22 | -16
Cc1ccccc1CC(=O)Nc1ccc(S(=O)(=O)N2CCN(C)CC2)cc1 | 5 | -8 | 0 | 0 | 7 | 0 | 5 | 6 | -2 | 9 | 23
CCOc1ccc(NS(=O)(=O)c2cc3c4c(c2)C(C)C(=O)N4CCC3)cc1 (stereo not drawn) | 20 | 18 | 8 | 2 | -7 | 13 | -6 | 13 | -60 | 14 | -9
CCOC(=O)Cn1c(C(F)(F)F)nc2nc(Cl)c(Cl)nc21 | 4 | -14 | 0 | 7 | 0 | 0 | 8 | 5 | -10 | -2 | 4
CC1(C)CC(=O)C(C=NCCN2CCN(CC(=O)Nc3ccccc3)CC2)=C(O)C1 | 2 | -13 | -8 | 12 | -7 | -1 | 8 | 4 | 0 | 16 | -5
CCCOc1cccc(-c2nnc(NC(=O)c3ccco3)s2)c1 | -18 | -31 | 0 | -3 | -3 | 31 | -6 | 0 | -5 | 32 | -16
O=C(CN(Cc1ccccc1)S(=O)(=O)c1ccccc1)N/N=C/c1ccccc1[N+](=O)[O-] | 11 | 12 | 6 | -9 | 4 | -10 | 6 | 0 | -8 | 3 | 12
CCCn1c(=O)[nH]c(=O)c2c1nc(-c1ccc(OC(F)F)cc1)n2CCN1CCOCC1 | -18 | -8 | -20 | 6 | 6 | 11 | 6 | -5 | 10 | -3 | 7
COCCN1CC(=O)N(c2cccc(C)c2C)C(c2ccc(Cl)cc2)C1=O (stereo not drawn) | 3 | 0 | -5 | -2 | -4 | -16 | 3 | 10 | -1 | -15 | -4
O=C(CNC(=O)c1ccc(=O)[nH]c1)Nc1ccc(F)c(F)c1 | 7 | 6 | -1 | 2 | 2 | 6 | 10 | 0 | -3 | -19 | -23
c1ccc(C[C@H]2CN=C(Nc3ccccc3)N2CCC2CCCC2)cc1 | -4 | 19 | 0 | 15 | 8 | 21 | 0 | 12 | 0 | 6 | 8
COc1ccc(N2C(=O)C3CCCN3C2c2cccc(Br)c2)cc1 (stereo not drawn) | 14 | -20 | 3 | -14 | -5 | -7 | 11 | -1 | -12 | 0 | -21
O=C(NCCO)C(=O)Nc1cc2c3c(c1)CC(=O)N3CCC2 | -18 | 4 | 1 | -15 | -8 | -3 | 5 | 5 | -7 | -13 | -20
COC(=O)CNC(=O)c1nn(-c2cccc(OC)c2)c(=O)c2ccccc12 | 1 | -1 | -5 | 43 | -1 | -3 | -2 | -1 | -4 | 5 | -4
COc1cc(Cl)c(CNC[C@H]2O[C@@H](n3cnc4c(=O)[nH]c(N)nc43)[C@H](O)[C@@H]2O)c(Cl)c1O | -11 | 4 | 14 | 6 | / | -12 | -4 | -29 | -2 | -21 | -2
Cc1cccc(C(C)C)c1NC(=O)C(C)OC(=O)Cn1cnc2c1c(=O)n(C)c(=O)n2C (stereo not drawn) | -3 | 5 | -10 | -8 | -3 | -4 | 16 | 7 | -7 | -29 | -18
Cc1csc(NC(=O)c2cc3c(s2)-c2ccccc2OC3)n1 | 36 | -17 | 36 | -92 | -38 | 28 | 7 | -74 | -56 | -28 | 11
Cc1cc2nc(C)c3c(n2n1)CCC3 | 18 | 13 | -4 | -1 | 5 | -8 | 7 | 5 | -8 | 8 | 9

Exported with values under each structure: entries from further up.
Sequence of screens – TWEAK Fn14 block | Shn3 3UTR inh | NR2F2 inh | NR5A2 inv ag | LMP1 NFkB inh | C8 TRAIL sens | KKLEB tox | NCOA3 inh | SRC1 inh | CF NFkB inh | TROY signal inh
c1ccc(C[C@H]2CN=C(Nc3ccccc3)N2CCC2CCCC2)cc1
  -4 | 19 | 0 | 15 | 8 | 21 | 0 | 12 | 0 | 6 | 8
COc1ccc(N2C(=O)C3CCCN3C2c2cccc(Br)c2)cc1 (stereo not drawn)
  14 | -20 | 3 | -14 | -5 | -7 | 11 | -1 | -12 | 0 | -21
O=C(NCCO)C(=O)Nc1cc2c3c(c1)CC(=O)N3CCC2
  -18 | 4 | 1 | -15 | -8 | -3 | 5 | 5 | -7 | -13 | -20
COC(=O)CNC(=O)c1nn(-c2cccc(OC)c2)c(=O)c2ccccc12
  1 | -1 | -5 | 43 | -1 | -3 | -2 | -1 | -4 | 5 | -4
COc1cc(Cl)c(CNC[C@H]2O[C@@H](n3cnc4c(=O)[nH]c(N)nc43)[C@H](O)[C@@H]2O)c(Cl)c1O
  -11 | 4 | 14 | 6 | / | -12 | -4 | -29 | -2 | -21 | -2
Cc1cccc(C(C)C)c1NC(=O)C(C)OC(=O)Cn1cnc2c1c(=O)n(C)c(=O)n2C (stereo not drawn)
  -3 | 5 | -10 | -8 | -3 | -4 | 16 | 7 | -7 | -29 | -18
Cc1csc(NC(=O)c2cc3c(s2)-c2ccccc2OC3)n1
  36 | -17 | 36 | -92 | -38 | 28 | 7 | -74 | -56 | -28 | 11
Cc1cc2nc(C)c3c(n2n1)CCC3
  18 | 13 | -4 | -1 | 5 | -8 | 7 | 5 | -8 | 8 | 9
